Bioassay records from PubChem.
MRP resist rev – reversal of MRP1-mediated doxorubicin resistance, primary screen, H69AR cells, doxorubicin co-treatment; AID 602, 2007; differential viability (reversal), % at 10 µM; H69AR cells + 2 uM doxorubicin, CellTiter-Glo, 72 h; actives 0.04% (n = 85,000);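 active means viability drop by adding the cancer drug above about 55%, with treated viability meeting a 40% cutoff, limit read from the data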;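 further: viability without doxorubicin minus viability with 2 µM doxorubicin for each compound; larger differential means the compound sensitizes cells more to doxorubicin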
IL1B NFkB inh – inhibitors of IL-1B driven NFkB p65 nuclear import, primary screen, imaging, HUVEC, IL-1B stimulus, high-content imaging. HUVEC IL-1B NFkB p65 nuclear translocation imaging. inhibition, % at 2 µM. actives 0.43% (n = 94,000). AID 796, 2007;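 active means inhibition above about 30% together with a positive call from visual inspection of the well image, limit read from the data; inconclusive means inhibition above a set limit but visual check negative; inactive means inhibition not above a set limit, visual check negative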;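 further: nuclear over cytoplasmic p65 intensity ratio measured by imaging; 0% = IL-1B stimulated DMSO wells and 100% = unstimulated DMSO wells; values of inactives mirror those of a sister screen read the other way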
Bcl-B TR3 displacers – displacers of TR3 peptide from Bcl-B, primary screen, selectivity assay for Bfl-1 inhibitor project, biochemical, fluorescence polarization; actives 0.11% (n = 96,000); AID 748, 2007; Bcl-2-like protein 10 (Homo sapiens); one-dose displacement, % at 20 µM; IC50 in µM for titrated hits; FP displacement of FITC-TR3 peptide from Bcl-B; higher % means a stronger effect;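 active means displacement above 50% at 20 µM plus a fluorescence interference ratio under 1.5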;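 further: plate controls were wells without compound for no effect and wells lacking Bcl-B protein for full effect; a part of the inactive calls stands beside numbers as strong as those of hits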
PLAP inhibitors HTS – PLAP enzyme inhibitors, biochemical, luminescence, HTS (AID 690). Alkaline phosphatase, placental type (Homo sapiens). purified PLAP, luminescent substrate; higher % means a stronger effect. actives 0.08% (n = 96,000). one-dose inhibition, % at 20 µM; IC50 in µM for titrated hits; in the data active means a potency from the dose series; inactive means the rest, 99 in 100 with inhibition below about 30%; further: strong numbers were not always called active
NFkB transloc pot – enhancers of NFkB p65 translocation in HUVEC – imaging, IL-1B stimulus, high-content imaging, primary screen | actives 0.3% (n = 94,000) | AID 819, 2007 | activation, % at 2 µM | HUVEC IL-1B NFkB p65 nuclear translocation imaging;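 active means activation above 40%, about the mean plus 3 SD, also judged a hit on visual image review; inconclusive means activation above 40% but not a hit on visual review; inactive means activation not above 40% and no visual hit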;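 further: percent activation is computed from the nuclear over cytoplasmic p65 intensity ratio; values of inactives mirror those of a sister screen read the other way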
MRP resist rev cytotoxicity – also measured in MRP resist rev; calls as there; viability, %; H69AR cells, CellTiter-Glo, 72 h; measured here: cytotoxicity without doxorubicin
MRP resist rev with doxorubicin – also measured in MRP resist rev; calls as there; viability, %; measured here: viability with 2 uM doxorubicin; hits give low values
IL1B NFkB inh cell count 2 µM – second read-out of IL1B NFkB inh, no call of its own (marks repeat the call); cell count; measured here: cells passing quality filter;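 raw number of nuclei counted in each imaged well without normalization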
NFkB transloc pot cell count 2 µM – second read-out of NFkB transloc pot, no call of its own (marks repeat the call); cell count; measured here: cells passing quality filter
* hit, by the source's call; ? = inconclusive; / = no result given. These rows are one share of the data; the hit share may differ from the screen's.

SMILES	MRP resist rev	MRP resist rev cytotoxicity	MRP resist rev with doxorubicin	IL1B NFkB inh	IL1B NFkB inh cell count 2 µM	Bcl-B TR3 displacers	PLAP inhibitors HTS	NFkB transloc pot	NFkB transloc pot cell count 2 µM
Cc1ccccc1NC(=O)C1CCN(c2cc(-c3ccccc3)nc3ncnn23)CC1	4	37	34	9	157	/	/	-9	157
CCOC(=O)c1sc2c(c1C)c(=O)c(C(=O)OCC)cn2CC	/	/	/	3	119	-4%	-3%	-3	119
COc1cc2c(cc1OC)C(C)N(C(=O)c1cc3n(n1)C(C(F)(F)F)CC(c1ccco1)N3)CC2 (configuration not stated)	-16	66	82	-5	192	/	/	5	192
Cc1ccccc1N1C(=O)C2ON(c3ccccc3)C(c3ccncc3)C2C1=O (configuration not stated)	19	104	85	-16	143	-2%	-12%	16	143
CCN(CC)CCCNc1nc2cc(OC)c(OC)cc2c2nc(-c3ccccc3)nn12	1	7	5	-8	157	21%	-104%	8	157
NC(=O)COc1ccc(NC(=O)OCc2ccccc2)cc1	-7	94	101	-1	178	-1%	9%	1	178
CCn1c(C)nc2cc(C(=O)NNS(=O)(=O)c3ccccc3F)ccc21	3	92	89	3	158	-5%	4%	-3	158
COc1ccc2nc(SCC(=O)Nc3cc(C)on3)[nH]c2c1	2	86	84	-11	182	9%	-125%	11	182
Cc1[nH]nc2c1C1(CCN(C(=O)OCc3ccccc3)CC1)C(C#N)=C(N)O2	-6	90	96	/	/	-9%	-50%	/	/
CCN(CC)c1ccc(C(=O)OCC(=O)c2ccco2)cc1	9	95	87	-17	88	8%	-1%	17	88
CNc1cc(CSC)nc(SCc2ccc(Cl)cc2Cl)n1	/	/	/	3	204	-12%	-2%	-3	204
O=C1/C(=C/c2ccc(F)c(F)c2)CSc2sccc21	37	108	72	-11	83	-7%	23%	11	83
CCOc1cc2c3c(c1)C(C)CC(C)(C)N3C(=O)C2=O (configuration not stated)	/	/	/	9	153	-2%	-4%	-9	153
Cc1noc(C)c1S(=O)(=O)N1CCC(C(=O)N2CCN(c3ccccc3Cl)CC2)CC1	4	8	4	13	47	12%	-77%	-13	47
Cc1ccc2[nH]c(C(=O)O)c(NC(=O)CN3CCN(c4cccc(C)c4C)CC3)c2c1	-11	88	98	3	106	2%	-51%	-3	106
CCc1nccn1S(=O)(=O)c1ccc(Br)cc1Br	10	99	89	/	/	-3%	20%	/	/
COCCn1c(SCCN2CCCCC2)nc2ccccc2c1=O	17	85	67	8	197	-12%	-47%	-8	197
CCOCCCn1c(=S)[nH]c2cc3c(cc2c1=O)OCO3	4	86	83	/	/	6%	-23%	/	/
Cc1nc2c(-c3ccc(F)cc3)c(C)nn2c(C)c1CCC(=O)N1CCN(c2ccc(F)cc2)CC1	1	71	70	5	181	-21%	-69%	-5	181
CCc1ccc(N(CC(=O)O)S(=O)(=O)c2c(C)noc2C)cc1	-13	92	105	/	/	-5%	-20%	/	/
COc1ccc(-c2noc(-c3ccccc3-c3ccccc3)n2)cc1OC	1	90	89	-14	122	-3%	-44%	14	122
COc1ccc(N2CCN(C(=O)CC3NC4CCCCC4NC3=O)CC2)cc1 (configuration not stated)	/	/	/	/	/	-3%	-1%	/	/
COC(=O)c1ccccc1NC(=O)CN(Cc1ccc(Cl)cc1)S(C)(=O)=O	-8	61	69	-7	163	0%	-48%	7	163
CCSc1nnc(NC(=O)C(CC)Oc2ccccc2)s1 (configuration not stated)	0	89	90	/	/	9%	1%	/	/
COC(=O)C1=C(C)N=C2SCCC(=O)N2C1/C=C/c1ccccc1 (configuration not stated)	3	86	83	-4	150	6%	-22%	4	150

Brought forward from above: 5 entries, followed by the next part.
SMILES	MRP resist rev	MRP resist rev cytotoxicity	MRP resist rev with doxorubicin	IL1B NFkB inh	IL1B NFkB inh cell count 2 µM	Bcl-B TR3 displacers	PLAP inhibitors HTS	NFkB transloc pot	NFkB transloc pot cell count 2 µM
COc1ccc(-c2noc(-c3ccccc3-c3ccccc3)n2)cc1OC	1	90	89	-14	122	-3%	-44%	14	122
COc1ccc(N2CCN(C(=O)CC3NC4CCCCC4NC3=O)CC2)cc1 (configuration not stated)	/	/	/	/	/	-3%	-1%	/	/
COC(=O)c1ccccc1NC(=O)CN(Cc1ccc(Cl)cc1)S(C)(=O)=O	-8	61	69	-7	163	0%	-48%	7	163
CCSc1nnc(NC(=O)C(CC)Oc2ccccc2)s1 (configuration not stated)	0	89	90	/	/	9%	1%	/	/
COC(=O)C1=C(C)N=C2SCCC(=O)N2C1/C=C/c1ccccc1 (configuration not stated)	3	86	83	-4	150	6%	-22%	4	150
COC(=O)c1ccc(CSc2nc(-c3ccc(OC)cc3)nc3c2c(=O)n(C)c(=O)n3C)o1	12	56	45	-3	114	/	/	3	114
CC1CCCN(c2ccc(C(=O)NCc3cccs3)cn2)C1 (configuration not stated)	4	83	79	-24	138	/	/	24	138
CC1(C)CC(=O)C2=C(C1)OC(c1ccncc1)C(C#N)=C2N (configuration not stated)	43	86	44	-9	101	-1%	3%	9	101
CC1CCc2sc3ncn4nc(C(=O)NCc5ccco5)nc4c3c2C1 (configuration not stated)	-3	67	70	/	/	0%	14%	/	/
COC(=O)CSc1n[nH]c(-c2cccnc2)n1	8	99	91	-4	128	-9%	12%	5	128
O=C(CCN1C(=O)C2C3C=CC(C3)C2C1=O)NC1CCCc2ccccc21 (configuration not stated)	-3	71	74	9	143	-8%	-23%	-9	143
CC1CCN(S(=O)(=O)c2ccc3c(c2)C(=NO)c2cc(S(=O)(=O)N4CCC(C)CC4)ccc2-3)CC1	0	1	1	8	126	-8%	4%	-8	126
CCOC(=O)c1oc2ccccc2c1NC(=O)c1ccc(S(=O)(=O)N2CCCC2)cc1	1	71	70	0	194	0%	4%	0	194
O=C(CCNS(=O)(=O)c1cccc2nonc12)NC1CCCc2ccccc21 (configuration not stated)	/	/	/	/	/	-14%	17%	/	/
CCC(Sc1ccc2nnc(-c3ccc(F)cc3)n2n1)C(=O)O (configuration not stated)	-1	99	99	-10	173	3%	13%	10	173
CCOC(=O)c1cnn(-c2nc(-c3ccccc3)cs2)c1C(F)(F)F	/	/	/	-11	111	1%	9%	11	111
O=C(Cn1c(=O)sc2ccccc21)NCc1ccccn1	/	/	/	-12	79	-4%	17%	12	79
CCc1nc2oc3cc(OC)ccc3c(=O)c2c(=O)n1-c1ccccc1	-6	80	86	14	86	2%	-1%	-14	86
Cc1ccc(NC(=O)N2CCCC2C(=O)NCc2cccs2)cc1 (configuration not stated)	8	110	103	-21	115	/	/	21	115
CC(C)N(Cc1nc(-c2ccc(Cl)cc2)no1)C(=O)CCC1CCCC1	12	101	90	-13	55	3%	-54%	13	55
COc1cc(-c2nc(N)n[nH]2)cc(OC)c1OC	15	101	87	-23	156	21%	-1%	23	156
COc1ccc2[nH]c3c(NCCN(C(C)C)C(C)C)ncnc3c2c1	-9	84	93	-3	120	-4%	-45%	3	120
Cc1oc(-c2ccccc2)nc1Cn1cccc1C1=NC(c2ccccc2)CO1 (configuration not stated)	14	79	65	-2	134	-12%	8%	2	134
O=C(Nc1cccc(C(F)(F)F)c1)NC1CCCCC1	23	82	59	1	185	10%	16%	-1	185
CC(=O)c1cccc(N(CC(=O)NCC2CCCO2)C(=O)CCC(=O)Nc2cc(C)on2)c1 (configuration not stated)	-4	104	108	-34	147	18%	-33%	34	147
COc1ccc(/C=N/NS(=O)(=O)c2ccc(C)cc2)cc1OC(=O)c1ccccc1	/	/	/	0	187	-6%	0%	0	187
O=S(=O)(Nc1ccc(S(=O)(=O)Nc2nccs2)cc1)c1ccc2c(c1)OCCO2	/	/	/	4	155	-7%	-3%	-4	155
O=C(CN1CCC(N2CCCCC2)CC1)N1CCCc2ccccc21	/	/	/	-20	139	7%	-13%	20	139
COc1ccc(NC(=O)Nc2ccccc2F)cc1	17	99	82	/	/	10%	4%	/	/
Cc1cc(NC(=O)C2CC(c3ccccc3Cl)=NO2)no1 (configuration not stated)	-4	92	96	5	144	-6%	17%	-5	144

(cont.)
SMILES	MRP resist rev	MRP resist rev cytotoxicity	MRP resist rev with doxorubicin	IL1B NFkB inh	IL1B NFkB inh cell count 2 µM	Bcl-B TR3 displacers	PLAP inhibitors HTS	NFkB transloc pot	NFkB transloc pot cell count 2 µM
Cc1ccc(C)c(N2CCN(C(=O)c3cc4sccc4n3C)CC2)c1	4	94	90	-7	181	-8%	-23%	7	181
Cc1cc2ncn(C(=O)c3ccc4c(c3)OCO4)c2cc1C	9	96	87	-2	97	-1%	7%	2	97
Cc1ccc(C)n1-c1ccc(C(=O)NCC2CCCO2)cc1 (configuration not stated)	-13	75	87	-2	119	-8%	-63%	1	119
CCC(C(=O)NCc1ccco1)n1nc(-c2ccc(OC)cc2)ccc1=O (configuration not stated)	4	86	82	9	103	-12%	-17%	-9	103
Cc1sc(N/N=C/c2cccnc2)nc1-c1ccccc1	/	/	/	-7	148	6%	6%	7	148
C1CSC2(N1)C1CC3CC(C1)CC2C3 (configuration not stated)	9	104	95	-2	206	-12%	-2%	3	206
CC(C)(C)c1ccc(-c2cc(N)n[nH]2)cc1	-1	95	96	4	158	6%	-36%	-4	158
Clc1ccc(OCc2nnc(SCc3nc4ccccc4[nH]3)n2Cc2ccco2)cc1	-2	43	45	-9	138	-38%	-44%	9	138
Fc1ccc(C2CC(c3ccccc3)n3ncnc3N2)cc1 (configuration not stated)	-5	89	93	-12	156	-2%	0%	12	156
COc1cccc(-c2cc(C(F)(F)F)nc(N3CCC(C)CC3)n2)c1	6	96	90	8	87	1%	-2%	-8	87
CCOC(=O)C1(c2ccccc2)NC(c2ccccc2C)C2C(=O)N(c3ccc4c(c3)OCO4)C(=O)C21 (configuration not stated)	42	69	27	5	83	/	/	-5	83
Clc1ccc(/C=C/c2nc3ccccc3[nH]2)cc1	/	/	/	/	/	-2%	4%	/	/
CN(C)S(=O)(=O)c1ccc(S(=O)(=O)N2CCN(CCC#N)CC2)cc1	21	98	77	/	/	-4%	4%	/	/
Brc1ccc(-c2cn3ccccc3n2)s1	/	/	/	-19	155	-5%	24%	19	155
Cc1ccc(C)c(S(=O)(=O)N2CCN(CC(=O)Nc3cc(C)on3)CC2)c1	-20	106	126	2	197	-2%	6%	-2	197
CCN1CCN(C(=O)/C=C\C(=O)O)CC1	/	/	/	-22	146	14%	-3%	21	146
O=C(c1ccco1)N1CCN(S(=O)(=O)c2ccc(C3CCCCC3)cc2)CC1	4	89	85	5	139	-2%	-12%	-5	139
Cc1cc2nnc(SCC(=O)OC(C)C)n2c2ccccc12	-14	91	105	-12	156	3%	-12%	12	156
Cc1nc(CS(=O)(=O)c2ccccc2)cc(Sc2ccccc2Cl)n1	/	/	/	-12	106	-3%	3%	12	106
Cn1c(=Nc2ccc(N3CCOCC3)cc2)ccc2ccccc21	-1	95	96	-22	185	-7%	-31%	22	185
O=C(NCC1OCCc2ccccc21)c1ccco1 (configuration not stated)	25	88	63	-53	121	4%	-11%	53*	121*
c1ccc(C[n+]2cccc3c4ccccc4ccc32)cc1	/	/	/	0	123	0%	33%	0	123
COCCCNC(=O)COc1cc(C)c(Cl)c(C)c1	8	108	99	-3	158	4%	-71%	3	158
COc1ccc(OC)c(Nc2nc(-c3ccc(O)c(O)c3)cs2)c1	-19	31	50	/	/	0%	-26%	/	/
CCn1c(=O)n(CC(=O)Nc2cccc(OC)c2)c(=O)c2ccccc21	-12	93	104	/	/	-3%	7%	/	/
COc1ccccc1CNC(=O)CN(c1ccc(C)cc1)S(=O)(=O)c1c(C)nn(C)c1C	-14	63	76	-48	111	-2%	-42%	?	/
Cc1ccc(S(=O)(=O)NNC(=O)c2snnc2C)cc1	24	115	91	-11	161	3%	-24%	11	161
